# Screening results from PubChem.
# Shn3 inh set2 = inhibitors of Schnurri-3 3'UTR reporter in osteoblasts. Clone20 osteoblast Shn3 3'UTR firefly luciferase, 24 h. inhibition, % at 12.5 µM. hit rate 0.52% among 360,000. AID 588674;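 active means mean inhibition of at least 75% with every replicate also reaching 75%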;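 further: 0% = median of neutral control wells and 100% = pilot-screen positive control compound; some compounds past the cut are filed as inactive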
# PDI turbidity = inhibitors of human protein disulfide isomerase; AID 588391; PDI insulin aggregation turbidity, A650, 90 min; hit rate 0.052% among 350,000; inhibition, % at 10 µM;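 active means mean inhibition across replicates of 30% or more, whatever share of single replicates reach that level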;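 further: absorbance from insulin aggregation driven by PDI reduction with DTT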
# Target sequence (P07237 whole entry, looked up): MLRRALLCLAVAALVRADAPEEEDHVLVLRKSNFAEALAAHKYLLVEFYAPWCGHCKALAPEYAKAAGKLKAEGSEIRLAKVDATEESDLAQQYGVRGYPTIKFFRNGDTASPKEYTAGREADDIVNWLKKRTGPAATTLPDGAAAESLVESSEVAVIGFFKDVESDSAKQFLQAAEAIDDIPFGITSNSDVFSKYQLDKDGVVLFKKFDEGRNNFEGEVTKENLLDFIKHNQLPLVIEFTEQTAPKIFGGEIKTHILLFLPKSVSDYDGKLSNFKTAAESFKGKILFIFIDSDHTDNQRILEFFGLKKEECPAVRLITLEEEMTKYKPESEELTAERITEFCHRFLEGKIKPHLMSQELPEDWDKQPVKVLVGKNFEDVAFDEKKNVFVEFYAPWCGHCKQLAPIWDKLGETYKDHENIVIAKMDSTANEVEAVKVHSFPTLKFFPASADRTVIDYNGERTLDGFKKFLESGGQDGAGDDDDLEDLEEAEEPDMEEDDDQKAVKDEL
# NR2E3 ag-1 = NR2E3 (human) agonism. AID 2300. hit rate 0.12% among 320,000. inhibition of corepressor binding, % at 4.78 µM. Q9Y5X4. GST-NR2E3/biotin-RetCOR TR-FRET, 1536-well;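 active means percent inhibition above the cutoff of mean plus 3 SD of all tested compounds, set per screening campaign, cut at about 20% in these data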;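 further: 0% = DMSO wells and 100% = biotin wells as full block of FRET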
#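 Format: 1536-well format; test system: GST-NR2E3 and biotin-RetCOR proteins; read-out basis: percent inhibition of TR-FRET ratio; timing: 5 h incubation at 4 °C; detection: time-resolved FRET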
# m5-HT2A agonist = agonists of mouse serotonin 5-HT2A receptor (HTR2A) | P35363 | CHO-K1 mHTR2A beta-arrestin complementation, luminescence; percent of 30 µM serotonin response | activation, % at 7.6 µM | hit rate 0.66% among 360,000 | AID 624169;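 active means activation above a run cutoff, the mean activation of all tested compounds plus 3 SD, cut at about 14% in these data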;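 further: 0% = plate median of compound wells and 100% = 30 µM serotonin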
# Target sequence (P35363 whole entry, looked up): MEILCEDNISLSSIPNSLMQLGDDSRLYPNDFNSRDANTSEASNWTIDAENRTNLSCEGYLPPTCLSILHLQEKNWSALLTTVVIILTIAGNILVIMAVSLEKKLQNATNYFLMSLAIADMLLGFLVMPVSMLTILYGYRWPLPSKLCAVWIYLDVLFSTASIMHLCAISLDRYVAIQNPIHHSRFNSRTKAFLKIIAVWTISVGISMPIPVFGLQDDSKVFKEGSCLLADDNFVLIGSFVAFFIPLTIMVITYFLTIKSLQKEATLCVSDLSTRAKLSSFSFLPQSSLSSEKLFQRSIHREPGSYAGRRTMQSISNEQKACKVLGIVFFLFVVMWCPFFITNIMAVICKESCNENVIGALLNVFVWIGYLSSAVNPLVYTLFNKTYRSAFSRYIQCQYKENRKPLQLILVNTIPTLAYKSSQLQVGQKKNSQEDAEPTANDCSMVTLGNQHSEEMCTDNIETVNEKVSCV
# iPSC survival up = hiPSC single-cell survival enhancement. ATPlite luminescence; 100% = ROCK inhibitor wells, 0% = DMSO. survival enhancement, % at 20 µM. hit rate 0.044% among 360,000. AID 602274; in the data active means survival enhancement above about 18%;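 further: cells exposed to compounds for 16 hours before the ATP read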
# NR2E3 ag-2 = agonists of human NR2E3 nuclear receptor | Q9Y5X4 | CHO-S Gal4-NCOR/VP16-NR2E3 two-hybrid, luciferase | inhibition of corepressor binding, % at 3.98 µM | hit rate 0.35% among 360,000 | AID 602229;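 active means inhibition above the mean of all tested compounds plus 3 SD, cut at about 70% in these data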;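 further: 0% = DMSO with NR2E3 transfected cells and 100% = cells lacking NR2E3 construct; higher means lower luciferase signal from less NR2E3 corepressor binding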
# CaV13 FRET inh = Disruptors of the CACNA1D IQ motif to Ca2+-dependent inactivation inhibitor domain association, primary screening, Förster resonance energy transfer in intact living …. HEK cells, CFP/YFP FRET ICDI-IQ, plate reader, 10 min; percent FRET-ratio fall versus neutral wells. inhibition, % at 12.3 µM. hit rate 0.098% among 340,000;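 active means mean replicate inhibition of at least 30% and at least 1% of replicates passing that level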;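 further: 0% = median of the neutral control wells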
# Cardio protect = modulators protecting cardiomyocytes from myocardial damage. H9c2 cardiomyocytes, H2O2 injury protection, ATPLite, 2 h. protection from H2O2 cell death, % at 20 µM. hit rate 0.63% among 360,000;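 active means compounds giving at least 50% protection of heart cells from peroxide-induced death in the single-dose screen, raw or plate-pattern-corrected value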;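 further: 0% = DMSO wells with peroxide and 100% = DMSO wells without peroxide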
# MITF TRPM1 inh = reduces MITF-dependent TRPM1 promoter luciferase signal. SK-MEL-5 TRPM1 promoter luciferase, 24 h. inhibition, % at 12.5 µM. hit rate 0.83% among 330,000;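 active means mean inhibition across replicates of 60% or more, whatever share of single replicates reaches that level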; further: values of inactives mirror those of a sister screen read the other way
# Peg3 promoter = reduces Peg3 promoter-driven luciferase expression in HeLa; HeLa PEG-Prom luciferase reporter, luminescence, overnight; hit rate 1.7% among 360,000; inhibition, % at 20 µM;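 active means inhibition of at least 50% at 20 µM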
# HIF-2a inh = blocks HIF-2a reporter activity; hit rate 0.72% among 360,000; 786-0 RCC cells HIF-2a reporter, luciferase luminescence, overnight; inhibition, % at 18.8 µM;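 active means inhibition of the luminescence signal of 40% or more relative to plate controls, in a single-dose primary screen at 18.75 µM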
# * hit, by the source's call; . = no result given.
SMILES,Shn3 inh set2,PDI turbidity,NR2E3 ag-1,m5-HT2A agonist,iPSC survival up,NR2E3 ag-2,CaV13 FRET inh,Cardio protect,MITF TRPM1 inh,Peg3 promoter,HIF-2a inh
COc1ccc(NC2CCCN(C(=O)CCCN3CCCCC3=O)C2)cc1 (centres undefined),4.3,2.8,0.7,5.5,-0.4,-21.0,-7.3,-5.8,8.1,-12.2,1.2
CC1(C)OC(=O)C(C(c2ccccc2)C(C#N)C(N)=O)=C(O)O1 (centres undefined),-10.0,1.4,1.7,0.0,-1.7,-18.5,-3.4,1.2,4.2,-1.9,1.5
O=C(Cn1cc2c(n1)CCCC2)NCCc1ccccc1,2.1,.,1.1,-1.0,1.5,-12.5,-2.2,-2.1,-12.3,-7.0,-17.6
COc1ccc(-c2cn[nH]c2-c2ccc(O)cc2O)cc1OC,-0.2,13.4,1.2,5.5,-0.2,-11.8,-13.7,-0.7,12.3,17.6,30.4
CC(CCc1ccccc1)NC(=O)C1CCN(C(=O)c2sccc2-n2cccc2)CC1 (centres undefined),9.2,.,2.3,1.8,0.0,-37.8,-11.3,-5.4,11.9,9.0,-9.4
CCOC(=O)N1CCN(C2=Nc3cccc4cccc2c34)CC1,-19.1,-3.4,4.4,8.7,0.7,-23.3,.,10.1,-18.6,-20.5,-62.5
Cc1cc(=O)oc2cc(OC(C)C(=O)NCC3CCCO3)ccc12 (centres undefined),-12.9,-0.8,0.3,6.4,1.1,-0.9,-5.1,-3.7,-0.2,-6.2,17.3
COC(=O)c1nc2n(n1)C(c1ccc(OC)c(OC)c1OC)C1=C(CCCC1=O)N2 (centres undefined),-27.4,0.5,1.8,-4.6,-2.0,-1.8,.,13.9,8.9,-1.1,13.8
CC(C)(C)c1ccc(NC(=O)c2cc[n+]([O-])cc2)cc1,10.4,-9.3,1.9,3.9,0.6,-10.6,-6.8,-1.7,11.2,-19.3,-20.8
COc1ccccc1CN1CCNC(=O)C1CC(=O)NCc1c(C)n[nH]c1C (centres undefined),-28.6,-2.4,2.3,-3.5,0.2,-5.5,-4.2,5.2,2.4,10.4,9.5
CCc1ccc([C@@H]2C[C@H]3CN(Cc4ccccc4OC)C(=O)[C@]34CCCN24)cc1,-2.0,12.5,-0.3,1.6,-1.4,-30.4,-2.3,6.8,14.4,1.7,15.5
Cc1ccc(Cl)c(OC(=O)c2nn(C(C)C)c(=O)c3ccccc23)c1,12.8,7.1,-1.3,-0.6,-2.1,8.3,-3.1,-6.0,-4.6,27.5,4.1
O=C(O)c1c[nH]c2ccc(S(=O)(=O)N3CCOCC3)cc12,-5.0,20.7,1.7,3.5,-0.4,-15.8,-3.1,0.5,6.1,5.6,11.8
OC[C@H]1O[C@@H](n2cnc3c(NCc4ccco4)ncnc32)[C@H](O)[C@@H]1O,84.9,4.0,.,-5.8,-0.5,4.5,-5.0,-3.2,66.2*,39.5,-125.7
CCC[C@@H]1C[C@@H](C(=O)N[C@@H](C2O[C@H](SC)[C@H](O)[C@@H](O)[C@H]2O)[C@H](C)Cl)N(C)C1 (some centres undefined),8.8,0.2,0.6,0.2,-2.5,-16.7,.,1.6,.,-13.2,8.9
O=C(CCN1C(=O)C2CCCCC2C1=O)N1CCN(S(=O)(=O)c2c(F)cccc2F)CC1 (centres undefined),-8.9,-1.5,3.5,1.5,-0.1,-6.7,-6.2,-4.4,-0.3,-5.4,4.2
CCC(C)[C@H](NC(=O)c1cc2cc(Cl)ccc2n1C)C(=O)N1CCC(C(=O)O)CC1 (some centres undefined),15.9,0.6,0.4,1.3,-0.5,-23.6,-2.1,-1.4,0.1,10.1,2.3
C#CC(=O)N(c1cccc(OC)c1)C(C(=O)NC1CCCC1)c1cccs1 (centres undefined),99.6*,6.1,3.1,-8.3,-1.1,14.1,-6.8,-14.7,106.6*,106.4*,93.2*
Nn1c(SCC(=O)Nc2ccc(N3CCOCC3)cc2)nnc1-c1ccccc1F,-47.0,4.4,-1.6,3.5,-2.1,-7.1,-5.9,-9.8,-29.1,-64.6,-82.4
CSCC[C@@H](C(=O)NCc1cccs1)N1Cc2ccccc2C1=O,9.2,.,9.1,3.1,-1.8,-20.8,-2.9,0.9,.,-5.7,-9.5
O=C(CN1C2=NCCN2c2ccccc21)c1ccc(Br)s1,9.4,4.9,7.5,2.4,0.7,-13.8,-4.9,6.0,10.5,5.8,24.7
CC1OC(Oc2ccc3ccc(=O)oc3c2-c2c(O)ccc3cc(Oc4ccc5ccc(=O)oc5c4)c(=O)oc23)C(O)C(O)C1O (centres undefined),-24.0,-5.0,-2.3,4.0,-2.3,-1.2,-11.6,1.4,6.8,-24.5,-6.6
Cc1ccc(NC(=O)CCn2cccc2)cc1F,6.1,2.1,1.4,-4.6,1.1,-7.7,-4.2,6.1,-5.6,-15.3,-42.4
CCS(=O)(=O)N1CCN(C(=O)COc2ccc(-c3ccccc3)cc2)CC1,8.8,5.1,-0.9,-4.0,0.7,-4.7,-4.2,-0.3,3.4,16.0,-0.9
COc1cccc(C(=O)NC(=S)Nc2ccc(N3CCCC3)cc2)c1,-2.6,4.0,1.7,-0.9,7.1,-34.9,.,-2.8,-12.3,-65.7,-90.7
Cc1ccc(-c2noc(CSc3nnc(-c4ccncc4)n3-c3ccc(F)cc3)n2)cc1,53.6,4.9,-0.1,8.3,-1.7,-11.1,-6.3,-1.0,11.7,37.3,-4.9
Cc1c(C(=O)N2CCOCC2)sc(NC(=O)c2ccccc2F)c1C#N,-7.7,0.2,1.3,-2.7,0.1,-15.3,-7.3,-1.5,2.6,-10.3,-7.6
O=C(NCCS(=O)(=O)N1CCN(c2ccccc2)CC1)c1ccc2c(c1)OCO2,-0.3,0.8,1.1,2.6,0.3,19.0,-6.4,-5.3,1.3,3.5,15.5
COc1ccccc1OCC(=O)N/N=C1\CCc2ccccc21,-34.4,14.3,-2.5,0.3,0.7,-73.4,-4.4,0.6,-54.8,-195.1,-187.2
CCSc1nnc(-c2cc(Br)ccc2N=Cc2c(C)[nH]n(-c3ccccc3)c2=O)c(=O)[nH]1,0.9,-4.0,-0.5,6.8,-2.2,-5.8,-4.7,-11.7,4.0,3.8,15.1
CCCC(=O)Nc1ccc(C(N)=O)cc1,-11.4,1.0,5.0,-0.8,0.0,-21.3,-4.0,-0.5,-7.7,9.3,7.4
O=C1NC(O)(c2ccccc2)Oc2ccccc21 (centres undefined),-5.0,-3.7,2.4,-2.2,2.9,5.4,-10.9,2.4,-10.9,-51.3,-53.8
COc1cccc(N2CC(C(=O)Nc3nnc(SCC(=O)NCC4CCCO4)s3)CC2=O)c1 (centres undefined),-4.4,-2.6,2.0,3.0,-0.4,-14.5,-6.0,2.8,6.0,1.6,0.9
O=C(NCc1ccc(F)cc1)c1ccc(CNc2c(N3CCOCC3)c(=O)c2=O)cc1,9.2,0.6,1.0,-4.2,-0.5,-14.7,-2.9,1.5,-5.2,10.7,16.8
COc1ccccc1C(=O)C1CCCN(C(=O)Nc2ccccc2F)C1 (centres undefined),-19.7,0.8,0.9,-2.0,-0.5,-32.6,-2.2,-10.3,-32.4,-101.1,-147.0
Fc1ccc(-c2onc3ccc(C4OCCO4)cc23)cc1,0.5,6.5,-0.5,7.2,0.8,7.9,-9.7,-4.1,-5.4,-7.0,-8.8

# Overlap with the part before: 5 entries, then new ones.
SMILES,Shn3 inh set2,PDI turbidity,NR2E3 ag-1,m5-HT2A agonist,iPSC survival up,NR2E3 ag-2,CaV13 FRET inh,Cardio protect,MITF TRPM1 inh,Peg3 promoter,HIF-2a inh
O=C1NC(O)(c2ccccc2)Oc2ccccc21 (centres undefined),-5.0,-3.7,2.4,-2.2,2.9,5.4,-10.9,2.4,-10.9,-51.3,-53.8
COc1cccc(N2CC(C(=O)Nc3nnc(SCC(=O)NCC4CCCO4)s3)CC2=O)c1 (centres undefined),-4.4,-2.6,2.0,3.0,-0.4,-14.5,-6.0,2.8,6.0,1.6,0.9
O=C(NCc1ccc(F)cc1)c1ccc(CNc2c(N3CCOCC3)c(=O)c2=O)cc1,9.2,0.6,1.0,-4.2,-0.5,-14.7,-2.9,1.5,-5.2,10.7,16.8
COc1ccccc1C(=O)C1CCCN(C(=O)Nc2ccccc2F)C1 (centres undefined),-19.7,0.8,0.9,-2.0,-0.5,-32.6,-2.2,-10.3,-32.4,-101.1,-147.0
Fc1ccc(-c2onc3ccc(C4OCCO4)cc23)cc1,0.5,6.5,-0.5,7.2,0.8,7.9,-9.7,-4.1,-5.4,-7.0,-8.8
O=C(Cc1ccccc1)Nc1nnc(-c2cccc([N+](=O)[O-])c2)s1,-10.3,0.4,-0.4,6.4,-0.3,5.0,-3.2,-1.1,-0.9,2.2,-10.3
CCNc1ccc(S(=O)(=O)N2CCCCC2)cn1,-0.2,15.9,4.7,1.2,-0.5,-36.5,-1.7,-9.0,-4.4,-1.2,10.8
COc1cccc(CNC(=O)c2cccc(S(=O)(=O)N3CCN(c4ccc(F)cc4)CC3)c2)c1,15.3,0.0,4.9,0.7,-0.4,33.1,-5.6,-5.2,13.1,16.8,6.7
Nc1[nH]n(-c2c(Cl)cc(Cl)cc2Cl)c(=O)c1N=Nc1ccc(S(=O)(=O)Nc2ncccn2)cc1,-1.0,6.4,.,3.9,-0.3,-16.1,-5.0,1.3,1.9,-6.0,12.3
Cc1ccc(C(C(=O)NC2CCCCC2)N(Cc2ccco2)C(=O)Cc2c[nH]c3ccccc23)o1 (centres undefined),34.3,6.9,0.5,-7.5,-1.8,5.8,-5.1,4.0,9.4,25.1,16.6
COc1ccc(-c2nc(CSCC(=O)NCc3ccc4c(c3)OCO4)c(C)o2)cc1,-19.6,.,3.7,-3.1,1.2,-20.9,-7.3,9.2,.,5.3,10.7
FC(F)(F)c1cccc(NC(=S)N2CCN(c3cccc(C(F)(F)F)c3)CC2)c1,14.6,-3.0,0.6,15.1*,3.9,8.6,-5.2,-25.9,-7.0,38.0,10.7
CC(=O)CSc1nc(N)c(C#N)c(-c2cccs2)c1C#N,35.8,-6.9,1.9,1.5,0.7,-13.5,-8.2,2.8,-5.8,20.4,6.4
COc1ccc(CNC(=O)CN(Cc2ccc(Cl)cc2)S(=O)(=O)c2ccccc2)cc1,9.3,4.4,-2.1,-7.5,3.8,15.3,-4.4,-2.7,7.1,17.9,11.2
O=C(NNC(=S)NC1CCCCC1)c1sc2ccccc2c1Cl,-10.7,-2.3,-1.4,2.7,0.8,6.1,-18.3,-12.6,2.5,-139.6,-101.3
CC(=O)N1CCN=C1SCc1cccc(F)c1,-2.5,5.1,-1.0,-0.7,0.9,25.0,-14.9,-0.6,-2.6,-15.9,16.2
COC(=O)Nc1ccc(S(=O)(=O)Nc2ccccc2F)cc1,-2.4,7.1,0.3,2.4,1.2,-19.2,.,6.0,3.0,9.8,14.7
S=c1nc(-c2ccccc2)n(CCCN2CCOCC2)c2c1CCCC2,-8.7,9.3,1.4,5.0,-0.4,-3.8,-8.5,2.2,-1.4,14.7,1.0
